Screening results (PubChem)
CHT PAM: CHT positive allosteric modulators, primary screen, cell-based, membrane potential dye, choline EC20 | High affinity choline transporter 1 (Homo sapiens), Q9GZV3 | CHT-expressing cells; active compounds read high; LV-AA mutant CHT in HEK293 cells | B-score at 10 µM | 310,000 compounds, 0.49% hits | AID 488977, 2010;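 active means initial fluorescence not abnormally high and integrated response B-score, plate-corrected, over 3 SD above library mean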
Target sequence (Q9GZV3 whole entry, looked up): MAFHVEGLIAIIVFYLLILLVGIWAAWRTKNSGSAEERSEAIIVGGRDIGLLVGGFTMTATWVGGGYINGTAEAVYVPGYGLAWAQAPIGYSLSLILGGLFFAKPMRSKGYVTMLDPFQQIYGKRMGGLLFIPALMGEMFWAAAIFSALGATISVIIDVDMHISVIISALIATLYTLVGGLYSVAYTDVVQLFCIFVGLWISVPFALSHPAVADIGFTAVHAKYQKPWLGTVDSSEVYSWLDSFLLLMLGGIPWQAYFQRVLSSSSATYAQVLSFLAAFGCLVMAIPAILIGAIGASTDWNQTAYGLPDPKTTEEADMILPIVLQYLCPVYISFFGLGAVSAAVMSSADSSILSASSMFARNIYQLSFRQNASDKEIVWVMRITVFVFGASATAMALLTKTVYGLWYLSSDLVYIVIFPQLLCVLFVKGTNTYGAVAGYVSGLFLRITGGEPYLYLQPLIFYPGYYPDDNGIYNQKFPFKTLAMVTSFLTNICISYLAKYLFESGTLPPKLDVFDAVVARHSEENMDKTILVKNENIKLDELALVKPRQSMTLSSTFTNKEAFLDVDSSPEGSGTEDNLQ
CHT inh: inhibitors of human choline transporter CHT | High affinity choline transporter 1 (Homo sapiens), Q9GZV3 | CHT-expressing cells, membrane potential dye, choline response; active compounds read low | B-score at 10 µM | 310,000 compounds, 0.86% hits;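 active means B-score over 3 SD under the library average, and starting fluorescence ratio not unusually high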;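 further: choline stimulus applied at its EC90 after an EC20 pre-addition; B-score computed on integrated fluorescence ratio after choline addition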
Active calls of the source: *; i = inactive.

Every second line gives: CHT PAM | CHT inh
1: CC(=O)N1c2ccc(S(=O)(=O)N3CCC(C(=O)N4CCN(c5ccc(Cl)cc5)CC4)CC3)cc2CC1C (stereo not given)
  i | i
2: CN(CCOC(=O)c1cccc(F)c1)Cc1ccccc1
  i | i
3: CCCOc1ccc(C(CC(=O)O)NC(=O)c2cccs2)cc1 (stereo not given)
  i | i
4: CCOC(=O)C1C(c2ccc(O)c(OCC)c2)NC(=S)NC1(O)C(F)(F)F (stereo not given)
  i | i
5: COc1ccc(C2c3c(ccc4ccccc34)Oc3ncn4nc(-c5ccco5)nc4c32)cc1OC (stereo not given)
  i | i
6: CC(SC1=NCCN1S(=O)(=O)c1ccccc1)c1ccccc1 (stereo not given)
  i | i
7: O=C(CS(=O)(=O)Cc1ccccc1)NCc1ccccc1Cl
  i | i
8: COCCNC(=O)COc1ccc(Oc2ccccc2)cc1
  i | i
9: Cc1ccc(C)c(NC(CC(=O)c2ccccc2)C(=O)OCC(=O)c2cccs2)c1 (stereo not given)
  i | i
10: O=C(NC1CCCC1)c1ccc(COc2ccccc2Br)o1
  i | -5.14*
11: CC(C(=O)Nc1ccc2c(c1)OCCO2)N1Cc2ccccc2C1=O (stereo not given)
  i | i
12: CCC1CCCCN1Cc1c(O)ccc2c(=O)c(-c3ccccc3OC)coc12 (stereo not given)
  i | i
13: COc1cccc(-c2cc(C(=O)O)[nH]n2)c1
  i | i
14: COc1cccc(/C=C2/SC(=S)N(CCCC(=O)Nc3ccc(O)cc3)C2=O)c1
  i | i
15: O=C1CC2(CCCC2)Oc2ccc(Cl)cc21
  i | i
16: O=C(CSC1CC(=O)N(c2ccc(C(=O)O)cc2)C1=O)Nc1ccc2ccccc2c1 (stereo not given)
  i | i
17: Cc1cc(/C=C(\C#N)C(=O)Nc2ccc(F)cc2)c(C)n1-c1ccc(N2CCOCC2)c([N+](=O)[O-])c1
  i | i
18: O=C(O)c1ccc(-n2cc(C(=O)c3ccccc3O)cn2)cc1
  i | i
19: COc1ccccc1-c1cc(C(=O)Nc2c(C)n(C)n(-c3ccccc3)c2=O)no1
  i | i
20: CC1CC2(C)Oc3ccccc3C3OCC1(CO)C(C)C32 (stereo not given)
  i | i
21: Cc1cccc(C2Nc3ccccc3C(=O)N2CCc2ccccc2)n1 (stereo not given)
  i | i
22: COc1cc(NC(=O)c2ccccc2-n2cnnn2)cc(OC)c1
  i | i
23: O=C(Nc1ccc(O)cc1)c1cccc(Oc2ccc([N+](=O)[O-])cc2)c1
  i | i
24: c1ccc2c(CN3CCOCC3)csc2c1
  i | i
25: C=CCn1c(SCC)nc2sc3c(c2c1=O)CCc1ccccc1-3
  i | i
26: Cc1cc(-n2c(C)cc(C(=O)CSc3nnnn3-c3ccccc3)c2C)no1
  i | i
27: Cc1ccc(NS(=O)(=O)c2cccc(C(=O)NNC(=O)c3cccn3C)c2)c(C)c1
  i | i
28: CCOc1ccc2nc(NS(=O)(=O)c3ccc4c(c3)n(C)c(=O)n4C)sc2c1
  i | i
29: O=C(c1ccc(S(=O)(=O)N2CCc3ccccc3C2)cc1)N1CCCCC1
  i | i
30: C=CCn1c(C(CC)CC(C)(C)O)n[nH]c1=S (stereo not given)
  i | i

Reprinted from the part before: 4 entries, followed by the next part.
Every second line gives: CHT PAM | CHT inh
27: Cc1ccc(NS(=O)(=O)c2cccc(C(=O)NNC(=O)c3cccn3C)c2)c(C)c1
  i | i
28: CCOc1ccc2nc(NS(=O)(=O)c3ccc4c(c3)n(C)c(=O)n4C)sc2c1
  i | i
29: O=C(c1ccc(S(=O)(=O)N2CCc3ccccc3C2)cc1)N1CCCCC1
  i | i
30: C=CCn1c(C(CC)CC(C)(C)O)n[nH]c1=S (stereo not given)
  i | i
31: Cn1cnnc1SCc1nc(N)nc(Nc2ccccc2)n1
  i | i
32: COc1ccccc1CNC(=O)COC(=O)c1cccc(S(=O)(=O)N2CCOCC2)c1
  i | i
33: CCOC(=O)Cc1csc(NC(=O)CN(C)S(=O)(=O)c2cccc3cccnc23)n1
  i | i
34: COc1ccc(C)cc1NC(=O)C(NCC1CCCO1)c1ccccc1 (stereo not given)
  i | i
35: CCc1nc2c(sc3nc4c(cc32)COC(C)(C)C4)c(=O)n1CCN(CC)CC
  i | i
36: CC(C)Cc1nnc(NC(=O)CCC(=O)N2CCN(c3ccc([N+](=O)[O-])cc3)CC2)s1
  i | i
37: COc1ccc2nc(NC(=O)C3CCN(C(=O)c4ccc(F)cc4)CC3)sc2c1
  i | i
38: CCN(CC)CCCNc1nc(SC)nc2sc3c(c12)CCN(C)C3
  7.1* | i
39: O=C(c1ccc(F)cc1F)N1CCCc2ccccc21
  i | i
40: O=C(Cc1ccccc1)Nc1ccccc1N1CCN(c2ccccc2)CC1
  i | i
41: COc1ccc(CC(=S)N2CCOCC2)cc1F
  i | i
42: O=[N+]([O-])c1ccc(-c2nn(-c3ccccc3)cc2/C=N/n2c(-c3cccs3)n[nH]c2=S)cc1
  i | i
43: Cn1c(=O)c2ncn(CC(=O)NC3CCCCCC3)c2n(C)c1=O
  i | i
44: O=C(COc1ccccc1)Nc1ccc(Cl)c(-c2nc3ncccc3o2)c1
  i | i
45: CCOc1ccccc1/C=N/NC(=O)c1ccc(Cn2cc([N+](=O)[O-])cn2)o1
  i | i
46: Cc1cc(NS(=O)(=O)c2ccc(NC(=O)C(CC(C)C)N3C(=O)c4ccccc4C3=O)cc2)nc(C)n1 (stereo not given)
  i | i
47: COc1cc2c3c(c1)/C(=C1/SC(NC(C)=O)=NC1=O)C(=O)N3C(C)(C)C=C2C
  i | i
48: O=C(NNC1CC(=O)N(c2ccc(Cl)cc2)C1=O)c1ccccn1 (stereo not given)
  i | i
49: Cc1nc(CNC(=O)CC2C(=O)NCCN2Cc2ccoc2)nc2c1CCCC2 (stereo not given)
  i | i
50: NNc1ccc(Cl)nn1
  i | i
51: Cc1nn(-c2ccccc2)c2nc(C(F)(F)F)[nH]c(=O)c12
  i | i
52: CCN1CCC(N2CCN(c3ccc(Cl)cc3)CC2)CC1
  i | i
53: O=C(Nc1cccnc1)c1cc(-c2cccnc2)nc2ccc(Br)cc12
  i | i
54: Cc1cc(NC(=O)CSc2nc3ccccc3c(=O)n2C(C)c2ccccc2)no1 (stereo not given)
  i | i
55: Cc1ccc(SCCNC(=S)Nc2ccc(C)cc2C)cc1
  i | i
56: O=C(Nc1cc(N2CCOCC2)ncn1)NC1(C(F)(F)F)Oc2ccccc2O1
  i | i
57: CCOC(=O)C1=C(C)NC(C)=C(C(=O)OCC)C1c1cccs1
  i | i
58: CCOC(=O)Cc1csc(NC(=O)CSc2nncn2C)n1
  i | i
59: O=c1[nH]cnc2cc(-c3ccc(Br)cc3)sc12
  i | i
60: c1ccc2c(CSc3ncnc4nc[nH]c34)cccc2c1
  i | i
61: CCN(CC)C(=O)c1ccccc1NS(=O)(=O)c1ccc(C)cc1
  i | i
62: Cc1cc(OCC(=O)NCC(O)c2ccccc2)c2c(C)c(C)c(=O)oc2c1 (stereo not given)
  i | i
63: CCc1nn(C)c(-c2n[nH]c(=S)n2N)c1Cl
  i | i
64: Cc1cc(Oc2ccc(C#N)cc2)nc(NCc2ccccc2)n1
  i | i
65: O=C(Nc1ccc(Nc2ccccc2)cc1)c1cc([N+](=O)[O-])ccc1Cl
  i | i
66: COc1cc(OC)c(OC)cc1CN1CCN(Cc2cccc(F)c2)CC1
  i | i
67: Cc1c(NC(=O)C2CCN(S(=O)(=O)c3ccc(Cl)cc3)CC2)c(=O)n(-c2ccccc2)n1C
  i | i
68: CCCCN(C(=O)COC(=O)CSc1cc(C)c2ccccc2n1)c1c(N)n(CCC)c(=O)[nH]c1=O
  i | i
69: CCOc1ccccc1NC(=O)c1cccc(NC(=O)c2ccco2)c1
  i | i
70: Cc1ccc2nc3c(cc(C(=O)NCCc4ccccc4)c(=N)n3CCN3CCOCC3)c(=O)n2c1
  i | i
71: CCc1cccc(C)c1NC(=O)COC(=O)C(NS(=O)(=O)c1ccc(Cl)cc1)C(C)O (stereo not given)
  i | i
72: CCn1ccnc1CN1CCc2c([nH]c3ccccc23)C1C1CCCCC1 (stereo not given)
  i | i
73: CC(CCc1ccc(O)cc1)NCc1ccc(Br)cc1 (stereo not given)
  i | -5.14*
74: N=c1sccn1CC(=O)Nc1cccc(Oc2ccccc2)c1
  i | i
75: CSc1ccc(/C=N\NC(=O)COc2ccc(Cl)cc2Br)cc1
  i | i
76: CC(C)Cc1cc(C(=O)N2CCCC(CO)(Cc3ccc(F)cc3)C2)no1 (stereo not given)
  i | i
77: CC1=C(C(=O)OC2CCCCC2)C(c2cccs2)n2c(nc3ccccc32)N1 (stereo not given)
  i | i
78: CN(CCc1nc2ccccc2[nH]1)Cc1nc(CC2CC2)no1
  i | i
79: CC(=O)c1ccc(NC(=O)C2CCCO2)cc1 (stereo not given)
  i | i
80: Cc1cccc(OCCn2c(=S)[nH]c3ccccc32)c1
  i | i
81: Cc1ccc(O)c(C(=O)c2cc(C#N)c3nc4ccccc4n3c2)c1
  i | i
82: CCCCn1c(N)c(N(CC)C(=O)/C=C/c2ccco2)c(=O)[nH]c1=O
  i | i
83: CCOC(=O)c1cc(C)sc1NC(=O)C1CCC1
  i | i
84: Cc1c(C)n(-c2ccccc2)c2ncnc(NCCCN(C)C)c12
  i | i
85: O=C(CCCSc1nnnn1-c1cccc2ccccc12)c1ccc(F)cc1
  i | i
86: Cc1cccc(C(=O)Nc2cccc(OCC(=O)O)c2)c1
  i | -5.01*
87: COc1ccc(S(=O)(=O)NCCOc2ccccc2)cc1C
  i | i
88: O=C(O)COCC(=O)Nc1ccc2c(c1)CCC2
  i | i
89: CN(C)S(=O)(=O)c1cccc(NC(=O)COc2ccc(C(=O)c3ccccc3)cc2)c1
  i | i
90: CCCCCn1c(=O)[nH]c2cc(C(=O)Nc3ccc(OC)cc3)ccc2c1=O
  i | i

Pulled by structure from the entries so far, 5 records:
Every second line gives: CHT PAM | CHT inh
85: O=C(CCCSc1nnnn1-c1cccc2ccccc12)c1ccc(F)cc1
  i | i
79: CC(=O)c1ccc(NC(=O)C2CCCO2)cc1 (stereo not given)
  i | i
68: CCCCN(C(=O)COC(=O)CSc1cc(C)c2ccccc2n1)c1c(N)n(CCC)c(=O)[nH]c1=O
  i | i
69: CCOc1ccccc1NC(=O)c1cccc(NC(=O)c2ccco2)c1
  i | i
71: CCc1cccc(C)c1NC(=O)COC(=O)C(NS(=O)(=O)c1ccc(Cl)cc1)C(C)O (stereo not given)
  i | i

Next part
Every second line gives: CHT PAM | CHT inh
91: CCCC(=O)Nc1ccc(C(=O)NNC(=O)COc2ccc(Br)c(C)c2)cc1
  i | i
92: Cc1csc(N/N=C/c2ccc(O)c([N+](=O)[O-])c2)n1
  i | i
93: CC1(c2nnc(-c3ccncc3)o2)CC(c2ccc(Cl)cc2)=NO1 (stereo not given)
  i | i
94: Cc1ccnn1Cc1cc(C(=O)O)c2ccccc2n1
  i | i
95: CCn1c(COc2ccc(=O)n(-c3ccccc3)n2)nnc1SCc1cccc(OC)c1
  i | i
96: CCOc1cc(/C=C2\CCCc3c2nc2ccccc2c3C(=O)O)ccc1OC
  i | i
97: CCOC(=O)c1cc(-c2ccncc2)nc2c1c(C)nn2-c1ccccn1
  7.68* | i
98: CC[C@H](C)[C@H](NC(=O)c1ccc(Cl)cc1)C(=O)OCC(=O)c1ccc2c(c1)NC(=O)CO2
  i | -5.71*
99: O=C1CSC(=NC2CCCCC2)N1
  i | i
100: Cc1ccc(Nc2nc(CSc3nnc(-c4ccccc4C)n3C)cs2)cc1
  i | i
101: COC(=O)c1cc(COC(=O)c2nc3nc(C)cc(C)n3n2)oc1C
  i | i
102: N=C1c2ccccc2CN1NC(=O)COc1ccc(Cl)cc1
  i | i
103: O=C(COc1ccc(Cl)cc1Br)N1CCN(c2ccccc2)CC1
  i | i
104: Cc1ccc(NS(=O)(=O)c2ccc(-c3cnc(C4CC4)o3)cc2)cc1
  i | i
105: CCOc1ccc(C(=O)NCC(=O)OCC(=O)N2C(C)CCCC2C)cc1 (stereo not given)
  i | i
106: COc1ccc(C=Nc2ccc3[nH]ncc3c2)c(O)c1
  i | i
107: COc1cccc(C(=O)NCC2(c3ccccc3)CCCC2)c1OC
  i | i
108: COCCn1c(=O)[nH]c(=O)c2c1nc(-c1cc(Br)c3c(c1)OCO3)n2Cc1ccccc1
  i | i
109: O=S(=O)(NCC1CCCO1)c1ccc2c(c1)OCCO2 (stereo not given)
  i | i
110: O=C(Nc1nnc(-c2ccc(Cl)cc2)o1)Nc1ccccc1F
  i | i
111: Cc1ccc(NC(=O)CSc2nnc(CNC(=O)c3cccs3)o2)c(C)c1
  i | i
112: CCOc1c(Cl)cc(CNCC(O)c2ccccc2)cc1OC (stereo not given)
  i | i
113: Cc1cc(OC(=O)c2ccc(C(C)(C)C)cc2)c([N+](=O)[O-])c(=O)[nH]1
  i | i
114: Cc1ccc(S(=O)(=O)NC(CC(C)C)C(=O)N2CCCCCCC2)cc1 (stereo not given)
  i | i
115: COc1cccc(CN2CC(C(=O)N3CCCCCCC3)CCC2=O)c1 (stereo not given)
  i | i
116: CCOc1ccccc1N1CCN(C(=O)CN2C(=O)NC3(CCCC3)C2=O)CC1
  i | i
117: CC1CCCCC12NC(=O)N(CC(=O)Nc1ccc3[nH]c(=O)[nH]c3c1)C2=O (stereo not given)
  i | i
118: Cc1cc(C)c(OCCOCCN2CCCC2)c(C)c1
  i | i
119: O=C(O)[C@@H]1Cc2ccccc2N1
  i | i
120: CCCCCc1nnc(NC(=O)c2ccc(N3CCCC3=O)cc2)s1
  i | i

Entries by screen from the entries so far:
CHT PAM, entries 110–113 → i, i, i, i

Next part
Every second line gives: CHT PAM | CHT inh
121: COc1ccccc1OCC(=O)Nc1ccc(Cl)cc1
  i | i
122: c1ccc(C2=NNC(c3ccccn3)=NN2)nc1
  i | i
123: O=C(C1CCCN1S(=O)(=O)c1ccc(Cl)cc1)N1CCOCC1 (stereo not given)
  i | i
124: CN(C)CCNC(=O)COc1cccc2c1OC(C)(C)C2
  i | i
